AI-2 QS modul – Vibrio harveyi AI-2 quorum sensing modulators, primary screen, JMH597 strain, luminescence/OD600 ratio | Vibrio harveyi JMH597 AI-2 luminescence/OD600 ratio, 9 h; active compounds read low; strain lacks LuxN and CqsS sensors; 0 = neutral-control median | activity change, % at 7.5 µM | hit rate 0.4% among 300,000 | AID 2094, 2009; in the data active means activity change below about -75%, passing the limit was not always enough;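 further: luminescence divided by OD600 gain over 9 h not by final OD600 alone; inactives centre near 13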
Platelet DG rel – inhibitors of platelet dense granule secretion, primary screen, cell-based, MLPCN, human platelets; human platelet-rich plasma, SFLLRN dense granule ATP release, luminescence; inhibition, %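 (compounds screened at 7.5 µM in platelet-rich plasma)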; hit rate 0.22% among 300,000; AID 1663, 2009;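 active means mean replicate score, as percent of positive control, at or above 50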
GSK3A inh – blockers of GSK3A enzyme activity – biochemical, luminescence, cell-free homogeneous, HTS, primary screen. hit rate 0.1% among 320,000. Glycogen synthase kinase-3 alpha (Homo sapiens), P49840. inhibition, % at 10 µM. GSK-3 alpha kinase, ADP-Glo luminescence, 60 min;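 in the data active means inhibition above about 50%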;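 further: GST-tagged GSK-3 alpha with peptide substrate and 25 µM ATP; 0% = DMSO neutral wells and 100% = GW8510 positive control wells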
Target sequence (P49840 whole entry, looked up): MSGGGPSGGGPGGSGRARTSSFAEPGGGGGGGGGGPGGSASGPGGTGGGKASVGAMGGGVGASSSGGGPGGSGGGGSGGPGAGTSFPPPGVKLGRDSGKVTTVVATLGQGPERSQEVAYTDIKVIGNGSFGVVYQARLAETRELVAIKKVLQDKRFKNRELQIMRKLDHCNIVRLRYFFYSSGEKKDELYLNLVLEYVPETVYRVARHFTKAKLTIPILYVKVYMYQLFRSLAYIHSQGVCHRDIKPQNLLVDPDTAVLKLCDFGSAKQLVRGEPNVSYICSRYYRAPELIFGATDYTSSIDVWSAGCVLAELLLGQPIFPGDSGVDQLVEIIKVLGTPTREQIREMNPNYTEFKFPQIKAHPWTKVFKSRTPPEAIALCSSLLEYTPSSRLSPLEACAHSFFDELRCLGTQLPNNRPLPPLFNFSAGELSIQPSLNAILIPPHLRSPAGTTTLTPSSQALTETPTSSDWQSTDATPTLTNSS
PolyA inh – polyadenylation inhibitors in yeast reporter cells, primary screen, luminescence, S. cerevisiae. S. cerevisiae SKY197-pL101 polyadenylation reporter, beta-gal luminescence; efflux-impaired pdr1/pdr3 knockout yeast; score 100 = 6 SD above DMSO. calls only at 12 µM. hit rate 0.02% among 300,000. AID 1875, 2009;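 active means lowest replicate activity score at least 50, where 100 means six control SD above control mean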;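 further: yeast exposed to compound for 9 h at 30 °C; higher score means more reporter readthrough which indicates perturbed polyadenylation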
HDAC3 inh – HDAC3 deacetylase inhibitors, primary screen, biochemical, fluorescence, cell-free homogeneous; hit rate 0.15% among 320,000; inhibition, % at 8.3 µM; recombinant HDAC3, fluorogenic peptide/trypsin coupled; AID 2718, 2010; Histone deacetylase 3 (Homo sapiens), O15379; in the data active means inhibition above about 26%, passing the limit was not always enough
Target sequence (O15379 whole entry, looked up): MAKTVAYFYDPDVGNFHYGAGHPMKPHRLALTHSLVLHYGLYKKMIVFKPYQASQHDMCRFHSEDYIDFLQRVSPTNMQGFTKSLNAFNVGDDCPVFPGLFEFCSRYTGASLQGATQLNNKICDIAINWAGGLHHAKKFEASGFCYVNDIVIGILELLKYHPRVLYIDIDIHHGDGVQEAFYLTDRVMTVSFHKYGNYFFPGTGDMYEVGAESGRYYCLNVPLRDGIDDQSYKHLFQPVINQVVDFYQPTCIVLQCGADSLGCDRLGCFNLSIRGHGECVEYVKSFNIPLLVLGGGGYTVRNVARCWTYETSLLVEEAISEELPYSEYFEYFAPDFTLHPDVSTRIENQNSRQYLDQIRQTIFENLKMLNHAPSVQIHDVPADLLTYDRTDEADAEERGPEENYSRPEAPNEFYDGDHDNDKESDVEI
Dyrk1A ADPGlo – rat Dyrk1A kinase inhibitors, primary screen, biochemical, single point, plate reader; hit rate 0.43% among 310,000; ADP-Glo luminescence, NFATc1 peptide; inhibition, % at 12.5 µM; AID 504441, 2011; Dual specificity tyrosine-phosphorylation-regulated kinase 1A (Rattus norvegicus), Q63470; in the data active means inhibition above about 50%;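 further: plate controls were vehicle with enzyme for no effect and no enzyme for full effect; many of its hits are not listed in these tables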
HSF1 inh – HSF1 inhibitors in luciferase reporter cells, primary screen, cell-based, NIH3T3, luminescence. NIH3T3-HGL HSE-luciferase, MG132-induced, luminescence 8 h; active compounds read low. activity change, negative = inhibition, % at 7.5 µM (by protocol). hit rate 0.77% among 300,000. AID 2098, 2009;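 active means more than half of replicate wells show activity change below -50%, luminescence cut by over half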;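 further: luciferase reports HSF-1 transcriptional activity via heat shock element; 0% = median of DMSO wells and -100% = zero luminescence signal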
GSK3beta inhib – human GSK3beta kinase inhibitors, primary screen, biochemical, cell-free homogeneous, HTS; Glycogen synthase kinase-3 beta (Homo sapiens), P49841; GST-GSK3beta kinase, ADP-Glo luminescence, 60 min; active compounds read low; activity score (negative = inhibition), % at 10 µM; hit rate 0.038% among 300,000; AID 2097, 2009;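 active means more than half of replicate wells score below -50%, meaning over 50% inhibition versus plate controls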;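 further: 0% = median DMSO wells and -100% = median GW8510 positive control wells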
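Test system: GST-tagged human GSK3beta kinase, cell-free; evaluation: activity score scaled between in-plate DMSO and GW8510 controls; measured by: ADP-Glo luminescence; incubation: 60 min reaction, RT; benchmarks: DMSO and 20 µM GW8510; reagent: peptide substrate plus 25 µM ATP (final); medium: Tris/MgCl2 kinase buffer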
HSP90 refold inh – HSP90 inhibitors, primary screen, cell lysate, luminescence; hit rate 0.91% among 290,000; AID 1789, 2009; inhibition, % at 5.6 µM; Rabbit reticulocyte lysate, luciferase refolding luminescence, 3 h; Heat shock protein HSP 90 (rabbit reticulocyte lysate; luciferase refolding);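 active means inhibition above the screen-wide mean plus 3 SD, computed separately per campaign, cut at about 16% in these data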;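 further: 0% = DMSO wells and 100% = 60 µM geldanamycin wells; inhibitors lower the luminescence because luciferase stays unfolded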
HSF1 activator – HSF-1 activators, primary screen, NIH3T3-HGL cells, MG132 stress, luminescence, single point. NIH3T3-HGL HSF-1 luciferase reporter, 8 h; 100% = twice DMSO control signal. AID 504408, 2011. hit rate 1.7% among 300,000. activation, % at 9 µM;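 active means mean replicate activation of at least 50% with a set share of replicates each reaching 50%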;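 further: 0% = median of the neutral control wells and 100% = twice that signal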
* marks the source's active call; other numbers are inactive results; i = inactive; . = no result given; & = joins results of further samples. Not all compounds are listed; count on the stated rates, not on these rows.

Compound,AI-2 QS modul,Platelet DG rel,GSK3A inh,PolyA inh,HDAC3 inh,Dyrk1A ADPGlo,HSF1 inh,GSK3beta inhib,HSP90 refold inh,HSF1 activator
O=C(CN1C(=O)c2cccc3cccc1c23)NCc1ccccn1,6.0,4.2,-2.1,.,1.6,-4.7,1.6,3.5,-2.6,-8.4
COc1ccc(CCC(=O)N/N=C/c2ccc3c(c2)OCO3)cc1,16.4,1.3,2.6,i,13.4,11.8,1.4,1.9,.,5.1
O=C(c1ccc(CN2CCc3ccccc3C2)cc1)N1CCN(c2ccc(F)cc2)CC1,34.3,11.5,-2.5,i,11.0,-0.2,-17.3,4.4,-1.0,-37.5
CCN(CC)S(=O)(=O)c1ccc(NC(=O)[C@@H](NC(=O)c2cc(OC)cc(OC)c2)C(C)C)cc1,-1.4,-0.9,0.0,i,1.7,0.3,7.5,-0.5,1.3,20.5
O=C(O)Cc1c(-c2ccccc2)c2cc(Br)ccc2[nH]c1=O,13.9,6.0,-2.2,i,-1.5,1.2,0.4,-0.8,1.7,-4.7
CCCC1=C(C(=O)OCC)C(c2cccnc2)n2nc(C)nc2N1 (stereo not given),17.5,2.6,5.8,i,2.5,1.1,-5.8,4.0,2.8,3.8
CCCCN1CC[C@H]2C=CC[C@@H](C(=O)Nc3ccc(OC)cc3)[C@H]2C1=O,-1.9,-1.4,-1.2,i,8.7,4.1,-3.3,3.8,.,2.8
C#CCn1c(-c2cccs2)nc2ccccc21,-0.7,-9.1,2.1,i,-21.1,16.4,-2.2,0.9,-1.5,-14.4
COc1ccc(NC(=O)c2ccc(CNS(=O)(=O)c3cccc(OC)c3)cc2)cc1,14.2,12.3,-0.5,i,2.4,11.7,-1.0,-2.7,-1.2,-17.7
O=C1CCCC2=C1C(c1cccs1)Nc1ccccc1N2 (stereo not given),10.6,-5.5,-0.8,i,1.4,-1.1,2.9,-0.8,-0.4,-1.3
CC(C)(C)c1nc2scc(-c3ccc(Cl)cc3)c2c(=O)o1,26.2,-2.7,1.3,i,-2.3,0.6,-0.1,2.4,8.3,2.3
O=C(Nc1cccc(Cl)c1N1CCCC1)c1ccco1,2.6,-20.0,1.3,i,-2.8,-2.3,2.4,-0.4,-2.8,-22.1
CCn1ccnc1CN(C)C(=O)C1CCC(=O)N(CCc2cccc(F)c2)C1 (stereo not given),21.8,-4.1,-0.4,i,-4.3,3.1,-4.2,1.3,-0.7,-4.9
COc1ccc2cc(CCNC(=O)c3c(-c4ccccc4Cl)noc3C)c(=O)[nH]c2c1,23.8,0.4,-0.8,i,10.0,3.8,4.2,1.5,-4.9,5.7
COc1ccc(/C=C2\CCCC(C(=O)C(F)(F)F)=C2O)cc1OC,16.4,10.4,-0.6,i,15.6,.,28.7,5.9,6.4,22.5
O=C1CC(Sc2nnnn2C2CCCCC2)C(=O)N1c1ccccc1 (stereo not given),10.8,8.1,-1.0,i,-5.8,-1.9,-8.6,4.6,-1.4,3.7
COc1cccc(N2CCN(C(=O)c3ccc(CS(=O)Cc4ccc(C)cc4)o3)CC2)c1 (stereo not given),21.7,20.3,-3.3,i,-2.2,4.9,5.0,2.8,-5.5,19.3
CCCCNC(=O)c1cc2cc(OC)ccc2[nH]1,12.2,-17.6,0.1,i,-5.6,.,3.6,-3.4,-0.3,13.2
Cc1cnc(NC(=O)CN(C)S(=O)(=O)c2ccc(Cl)cc2)s1,5.5,-1.6,-1.2,i,-2.1,5.6,7.4,1.0,3.1,-0.7
CCCCCOC(=O)CC(C(=O)OCCCCC)N1CCCCC1 (stereo not given),0.3,1.3,-0.8,i,11.1,4.5,-0.2,8.3,-2.6,-7.8
Cc1cc(Nc2ccc(C)c(Cl)c2)nc(N2CCOCC2)n1,-3.2,12.8,-4.0,i,-6.2,.,-1.1,2.0,-11.0,7.2
COc1ccc(N/N=C(\C#N)C(N)=O)cc1,16.7,7.2,.,i,-2.3,5.6,1.5,0.2,-0.4,8.0
COc1cc2c(c(OC)c1OC)-c1ccc(N(C)CC(OC)OC)c(=O)cc1[C@@H](NC(C)=O)CC2,-1.4,-3.3,-0.6,i,5.6,-6.4,-21.2,-2.5,-0.5,-20.7
Nc1ccc(N=Nc2ccccc2)c(N)n1,13.8,2.5,.,i,.,27.6,11.0,-3.4,0.3,9.9
C/C(=N/NC(=O)CNC(=O)c1cccs1)c1ccc(Cl)cc1,-19.7,7.5,2.0,i,9.9,0.1,4.9,2.2,-3.5,14.6
Cn1cc(S(=O)(=O)CC(=O)Nc2ccc3c(c2)OCO3)c2ccccc21,3.8,3.7,3.2,i,-1.2,3.4,-0.3,1.4,-1.0,13.9
CC(=O)c1ccc(NC(=O)CSc2nnc3ccc(-c4ccccn4)nn23)cc1,1.0,-7.2,-2.5,i,1.7,6.4,0.0,-0.2,.,-17.1
CCCN(CC1CC1)S(=O)(=O)c1ccc(-n2cnnn2)c(OC)c1,8.4,0.1,1.8,i,6.4,0.2,-0.1,-2.5,0.1,-14.6
O=S1(=O)N=C2CCCN2C(c2ccc(F)cc2)N1 (stereo not given),11.2,-0.4,0.3,i,-3.6,-2.9,0.2,0.1,4.9,2.8
Cc1ccc(S(=O)(=O)N2CCOCC2)cc1NC(=O)CSc1ncccn1,0.4,-0.1,-1.8,i,-7.2,-3.0,-20.9,1.7,.,-40.8
CCOCCCNC(=O)c1ccc(N(C)S(=O)(=O)c2ccc(OC)cc2)cc1,-3.0,-33.0,-0.2,.,2.7,2.7,-12.0,-12.8,-1.3,-5.5
COCCn1c(SCC(=O)N(C)c2c(N)n(Cc3ccccc3)c(=O)[nH]c2=O)nnc1-c1cccc(C)c1,21.3,16.3,-1.4,i,4.2,7.4,2.3,-4.2,.,4.3
CCn1c(N2CCN(S(=O)(=O)c3ccccc3)CC2)nc2ccccc21,-4.2,1.4,.,i,-5.3,-1.0,3.3,-3.0,7.6,26.7
COc1ccc(CCNC(=O)c2ccccc2OCc2ccccc2)cc1,6.6,9.0,2.8,i,4.6,4.6,6.2,-0.1,3.3,5.4
COCCn1c(N)c(NCc2ccccc2)c(=O)n(CC(=O)Nc2cc(C)ccc2C)c1=O,16.1,-3.8,-7.4,i,-8.6,-0.6,5.1,-0.5,3.6,14.7
CC(C)(C)C(=O)OCc1nc(-c2ccc(F)cc2)cs1,10.9,-5.1,-2.2,i,-9.6,2.7,6.1,2.9,-6.0,20.3
c1ccc(-c2nn3cnnc3c3ccccc23)cc1,1.7,-8.4,-1.6,i,7.5,-3.1,6.0,1.1,1.4,-2.8
C=CCN(C(=O)c1csnn1)C(C(=O)NC1CCCCC1)c1ccccc1F (stereo not given),6.0,-1.0,1.1,i,9.5,2.9,-8.8,-2.9,-3.7,-10.3
COc1ccccc1OCCSc1nc2ccccc2n1CC(N)=O,29.8,-2.1,-1.5,i,-3.9,-2.4,-14.6,-0.2,-5.5,-9.6
CCOc1cc(NC(=O)CC(C)C)c(OCC)cc1NC(=O)CCn1nnc2ccccc21,16.2,-0.2,-0.5,i,-0.9,0.1,12.5,-0.1,0.1,56.9*
COc1ccccc1CN(Cc1cccnc1)S(=O)(=O)c1ccc(-n2cnnn2)c(OC)c1,25.9,13.9,-0.9,i,-1.8,8.2,-2.0,-4.7,5.0,-7.0
N/C(=N\NC(=O)Nc1ccccc1)c1ccccn1,16.5,-0.9,4.5,i,-9.9,.,-36.1,2.0,31.7*,-40.0
CN(C)CCNC(=O)C(=O)Nc1ccc2c(c1)N(S(=O)(=O)c1cccs1)CCC2,13.6,8.0,-1.0,i,-3.2,2.6,-7.8,-0.5,.,-15.1
COc1ccc(F)cc1C(=O)C1CCCN(Cc2cccn2-c2cccnc2)C1 (stereo not given),13.1,1.0,2.3,i,.,12.6,-1.2,-1.8,0.8,8.7
O=C(Nc1nc2ccccc2s1)c1cnccn1,13.0,8.0,1.2,i,0.5,6.8,7.1,11.0,6.0,21.9
CC(C)(C)c1ccc(C(=O)CSc2n[nH]c(=O)[nH]c2=O)cc1,40.7,2.0,-4.7,i,0.8,0.2,-6.0,5.1,-1.5,7.6
NC(=O)N1c2ccccc2CC(=O)c2ccccc21,9.2,0.3,.,i,.,36.5,2.8,2.5,3.2&0.9,19.8
CCNC(=O)n1cc(-n2cncn2)c(-c2ccc(Cl)cc2)n1,7.5,-3.0,-1.2,i,-1.4,0.9,-4.3,-5.1,-2.4,-10.2
COC(=O)c1cc2sccc2n1CC(=O)Nc1cccc(SC)c1,4.3,-3.1,-0.1,i,8.4,4.0,.,-4.9,4.8,.
CCOc1ccc2[nH]c3c(NCCOC)ncnc3c2c1,10.7,-2.1,0.0,i,-22.7,-0.5,5.9,4.7,-2.7,15.5

Continuation:
Compound,AI-2 QS modul,Platelet DG rel,GSK3A inh,PolyA inh,HDAC3 inh,Dyrk1A ADPGlo,HSF1 inh,GSK3beta inhib,HSP90 refold inh,HSF1 activator
NNC(=O)CCC(=O)Nc1ccccc1,1.9,8.9,-1.7,i,-2.2,6.2,-7.3,-2.2,-0.6,-3.0
COc1ccc(/C=N/NC(=O)c2sccc2OCc2ccc(F)cc2)cc1OC,15.4,-3.2,1.8,i,-0.2,8.5,2.8,-2.8,2.9,1.4
Cc1ccc(-c2nonc2NC(=O)c2ccco2)cc1,18.8,-5.3,-2.3,i,1.6,2.6,-1.9,3.2,-0.3,23.3
O=C(c1ccco1)N1CCN(C(=O)c2cc3ccccc3oc2=O)CC1,18.0,2.9,-3.0,i,5.4,9.7,2.0,1.5,-2.8,8.4
Cc1cc(C)c2nc(N)sc2c1,2.4,2.4,-2.6,i,-6.2,10.8,8.9,0.9,0.5,3.7
COCC1CCCN(Cc2cn[nH]c2-c2cc3ccccc3o2)C1 (stereo not given),16.1,1.4,1.7,i,6.0,3.0,2.1,-0.4,3.6,4.2

Screening data deposited in PubChem by several laboratories.
